Assay outcomes: PubChem, Broad Institute
ERp5 block: blocks human ERp5 reductase activity on insulin; ERp5 insulin aggregation, absorbance 650 nm, 90 min; 0.05% of 350,000 active; inhibition, % at 9.99 µM;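 active = mean replicate inhibition above about 25%, with every replicate also reaching it, limit read from the data, passing the limit was not always enough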
PglD DTNB: blocks C. jejuni PglD acetyltransferase activity; purified PglD enzyme, DTNB colorimetric CoA detection; inhibition, % at 12.5 µM; 0.098% of 360,000 active; AID 602405; in the data active = inhibition above about 16%, passing the limit was not always enough; note: strong numbers were not always called active
esBAF inh: blocks esBAF chromatin remodeling in mouse ES cells | Bmi1-luciferase knock-in reporter, 24 h; 100% = twice the neutral-well signal | reporter increase, % at 12.5 µM | 2% of 350,000 active | AID 602393; in the data active = activation above about 40%;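 note: 0% = median of the plate's neutral control wells and 100% = double that signal; a rise in the Bmi1 reporter signal indicates esBAF inhibition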
CASP6 VEID inh: caspase-6 (human) enzyme inhibition | purified caspase-6, Z-VEID-R110 cleavage fluorescence | inhibition, % at 12.5 µM | 0.53% of 350,000 active;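 active = mean inhibition across replicates at least about 35%, with every replicate also reaching that limit, limit read from the data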;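 note: 0% = median of neutral control wells and 100% = no fluorescence left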
Target sequence (P55212 24-179 limits assumed): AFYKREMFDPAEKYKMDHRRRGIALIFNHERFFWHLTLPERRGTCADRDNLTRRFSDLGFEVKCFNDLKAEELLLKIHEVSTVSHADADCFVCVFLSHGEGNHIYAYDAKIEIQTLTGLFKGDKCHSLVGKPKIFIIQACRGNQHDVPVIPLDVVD
Target sequence (P55212 194-293 limits assumed): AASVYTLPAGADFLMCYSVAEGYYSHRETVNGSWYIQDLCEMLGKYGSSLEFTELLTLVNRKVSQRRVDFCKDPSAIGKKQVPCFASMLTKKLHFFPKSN
RAD52 inh: RAD52 (human) annealing inhibition. recombinant RAD52 DNA annealing, FRET fluorescence. inhibition, % at 18.7 µM. 0.46% of 360,000 active. AID 651710;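 active = every replicate showing at least 50% inhibition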
E-selectin induc: E-selectin induction on HUVECs; HUVEC E-selectin immunofluorescence imaging; normalized: neutral wells 0, TNF-alpha wells 100; activation, % at 7.58 µM; 0.37% of 260,000 active;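 active = mean E-selectin-positive cell signal at least 10% of the positive control, reached in at least 60% of replicates, without over 20% cell loss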;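 note: in these data hits start at about 27%; measured in HUVEC primary endothelial cells; signal is the percent of cells scored E-selectin positive by PE staining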
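System: HUVEC / Compound: single concentration / Signal: immunofluorescence imaging / Read-out: percent E-selectin-positive cells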
RAD54 branch: inhibitors of human RAD54 branch migration | Q92698 | RAD54 Holliday junction branch migration, FAM/BHQ fluorescence | inhibition, % at 10.4 µM | 0.14% of 360,000 active | AID 602329;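 active = mean normalized replicate activity at least 40 and at least half of replicates scoring 40 or more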;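 note: 0% = median of neutral control wells and 100% = median of positive control wells; inhibitors cause a drop in the FAM fluorescence signal; in these data hits start at about 50%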
Target sequence (Q92698 whole entry, looked up): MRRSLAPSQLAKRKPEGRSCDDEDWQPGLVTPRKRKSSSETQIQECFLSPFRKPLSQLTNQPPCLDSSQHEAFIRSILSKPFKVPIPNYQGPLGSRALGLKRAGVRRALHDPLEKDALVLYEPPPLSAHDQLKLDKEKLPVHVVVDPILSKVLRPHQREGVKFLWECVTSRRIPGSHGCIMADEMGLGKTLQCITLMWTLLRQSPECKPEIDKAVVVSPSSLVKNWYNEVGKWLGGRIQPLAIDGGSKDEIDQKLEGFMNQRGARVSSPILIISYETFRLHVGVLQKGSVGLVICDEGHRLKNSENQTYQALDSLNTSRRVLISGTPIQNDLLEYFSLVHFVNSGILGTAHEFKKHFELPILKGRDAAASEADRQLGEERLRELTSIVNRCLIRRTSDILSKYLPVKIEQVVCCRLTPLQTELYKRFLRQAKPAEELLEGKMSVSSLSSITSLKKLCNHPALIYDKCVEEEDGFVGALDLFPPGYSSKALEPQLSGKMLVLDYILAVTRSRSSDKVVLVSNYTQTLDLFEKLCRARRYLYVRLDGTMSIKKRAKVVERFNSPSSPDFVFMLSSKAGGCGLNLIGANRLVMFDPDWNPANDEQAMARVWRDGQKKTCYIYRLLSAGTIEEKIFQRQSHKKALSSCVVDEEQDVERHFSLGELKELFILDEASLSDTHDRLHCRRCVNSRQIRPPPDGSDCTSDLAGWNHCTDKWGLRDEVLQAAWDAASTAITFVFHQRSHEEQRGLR
ARNT-TACC3 inh: disruptors of human ARNT/TACC3 interaction; Q9Y6A5; AlphaScreen His-ARNT PAS-B/GST-TACC3 binding, luminescence; TACC3 fragment carries E629A point mutation; inhibition, % at 9.99 µM; 0.66% of 390,000 active;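 active = mean inhibition of replicates at least 50% and at least half of replicates each reaching 50%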;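 note: 0% = complete ARNT plus TACC3 wells and 100% = ARNT alone without TACC3; many hits fall short of the cut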
An asterisk follows results filed as active; · = no result given; & = joins results of further samples. The order is random; 3.2% or so of the library scored in one or more.

SMILES	RAD54 branch	RAD52 inh	CASP6 VEID inh	E-selectin induc	ERp5 block	PglD DTNB	esBAF inh	ARNT-TACC3 inh
O=C(C[n+]1cccc(CO)c1)Nc1nc2ccccc2s1	·	10	-1	0.8	1	·	·	-2
Cc1occc1C(=O)Nc1c(F)cc(F)cc1Br	-6	-9	2	·	-3	1	-12	-3
NNC(=O)Cn1nc(-c2ccccc2)c2ccccc2c1=O	-13	-6	-1	-0.1	0	1	-1	-1
Cc1ccccc1-c1cccc([C@@H]2C[C@H]3C(CN2)CON3C)c1 (some centres undefined)	1	-6	-3	0.0	3	1	-6	7
COc1cccc(NC(=S)/C(=C(\[O-])c2ccc(C)c([N+](=O)[O-])c2)[n+]2ccccc2)c1	3	·	·	-0.9	·	3	27	44
O=C(O)c1ccccc1-c1ccccc1C(=O)Nc1cccc(Br)c1	·	0	12	-0.9	-10	·	-2	-4
CC(C)NC(=O)N(C)C[C@@H]1Oc2ccc(NC(=O)Nc3ccc4c(c3)OCO4)cc2C(=O)N([C@H](C)CO)C[C@H]1C	-7	3	0	-0.4	-9	-2	3	-1
O=C1CCN1C1(C(=O)NC2CCCCC2)CCCC1	-1	·	·	·	·	-4	-5	28
C[C@@H]1CN([C@H](C)CO)S(=O)(=O)c2ccc(C3=CCCC3)cc2O[C@@H]1CN(C)Cc1cncnc1	-4	8	-1	1.3	3	1	0	-10
O=C(NNC(=O)c1cc(-c2ccncc2)nc2ccccc12)c1cccc(Cl)c1	4	-5	-1	0.9	2	0	16	-1
Cc1ccc(S(=O)(=O)N(C)C[C@H]2Oc3ccc(NC(=O)Nc4ccc5c(c4)OCO5)cc3C(=O)N([C@H](C)CO)C[C@H]2C)cc1	-21	-4	2	0.1	-1	2	8	10
COc1ccc([N+](=O)[O-])cc1NCC(=O)Nc1cccc(S(=O)(=O)N2CCCC2)c1	·	5	0	·	-2	·	·	-5
Cc1c(OC(C)C(=O)NCCCN2CCCC2=O)ccc2c3c(c(=O)oc12)CCCC3 (centres undefined)	·	-12	0	·	2	·	·	0
Nc1ccc(C2(c3ccc(N)cc3)C(=O)Nc3ccccc32)cc1	·	-8	2	·	-8	·	-3	2
CCCCCCCCN1C(=O)[C@@H](CC(=O)NCc2cccs2)C[C@@]2(C(=O)OC)C1=C[C@H](C(C)(C)C)O[C@@H]2C	·	-4	1	-0.2	2	·	·	·
O=C(CSc1nnc(-c2ccccc2Br)o1)Nc1nncs1	-2	-10	-5	-1.6	0	-2	9	4
Cc1cc(C)c(NC(=S)N(Cc2cccnc2)Cc2ccco2)c(C)c1	-5	-19	-1	1.4	-7	-2	-9	-1
CNC(=O)C1(c2ccccc2)CCCCC1	-7	0	0	-0.2	-1	0	-2	·
C[C@@H]1CN([C@@H](C)CO)C(=O)Cc2cc(NC(=O)Nc3ccc(F)cc3)ccc2O[C@@H]1CN(C)S(=O)(=O)c1ccccc1	-1	-28	4	23	-8	3	15	3
CCNC(=O)N1CCCC(C(=O)c2ccc(OC)c(OC)c2)C1 (centres undefined)	-9	-11	0	·	13	2	2	0
CC1CN(Cc2c(O)ccc3c2oc(=O)c2ccccc23)CC(C)O1 (centres undefined)	25	4	12	-0.4	-10	3	0	9
CNC[C@@H]1Oc2cc(Br)ccc2S(=O)(=O)N([C@H](C)CO)C[C@H]1C	-11&-6&1	2&-12&-4	-1&-1&-4	-0.2&-0.1	4&-35&0	-1&1&5	4&-3&-8	1&-3
O=c1c2c([nH]c3ccccc13)CCCCC2	·	-16	0	-0.2	-5	·	·	-1
COc1ccc(-c2csc(NC(=O)CSc3n[nH]c(N)n3)n2)cc1	4	9	1	1.5	-4	-9	22	-1
CC(C)NC(=O)Nc1ccc2c(c1)C(=O)N([C@H](C)CO)C[C@@H](C)[C@H](CN(C)Cc1ccc(C(=O)O)cc1)OCCCC[C@@H](C)O2	6	-10	-2	-0.3	2	3	2	-6
O=S(=O)(Nc1cccnc1)c1ccc(C2CCCCC2)cc1	-2	·	·	·	·	3	-16	-2
C=C(C)C(=O)Nc1cccc(C2=NOC3(C2)C[C@@H](C(N)=O)N(C(=O)[C@H]2CCC(=O)N2)C3)c1 (some centres undefined)	-11	-8	5	-0.1	11	1	3	3
COc1ccc(C2=NN(C(=O)CN3CCCCC3)C(c3ccc(C)cc3)C2)cc1 (centres undefined)	-4	-41	-5	5.5	1	-1	-1	4
COC(=O)c1sc(NC(=O)Cc2cccs2)nc1C	3	·	·	·	·	-1	42*	-2
CC(C)(C)N(Cc1ccccc1)C(=O)CSc1nnc(CNc2ccc(F)cc2)o1	13	·	·	·	·	-2	4	-3
COc1cc(S(=O)(=O)Nc2ccc(Br)cc2)ccc1N	10	-43	2	·	5	-1	0	-1
c1ccc(C2CC(c3cccs3)=NN2c2ccccc2)cc1 (centres undefined)	1	-8	-1	0.2	-2	1	·	-28
CCCCN1C(=O)c2ccc(C(=O)Nc3ccccc3N3CCOCC3)cc2C1=O	·	-11	-1	0.0	2	·	·	6
COC(=O)CCCC1=CC2=CC(=O)C(C)(OC(=O)c3cccs3)C(=O)C2=CN1Cc1ccccc1 (centres undefined)	-20	-16	7	-0.1	6	1	-6	-2
COc1cccc(-c2ccc(C3[C@H]4CNC[C@@H]3N4Cc3cncnc3)cc2)c1 (some centres undefined)	·	-7	-16	0.0	3	·	·	·
CCOc1ccc(C(=O)NCC(=O)OCc2c(C)noc2C)cc1OCC	·	-18	2	·	9	·	·	-6
COc1ccc(CCNC(=O)c2c(C)nc3ccccn23)cc1OC	-5	-11	0	1.8	3	-6	-3	0
COc1ccc(NC(C)=O)c([N+](=O)[O-])c1[N+](=O)[O-]	·	-13	5	0.4	-3	·	·	-3
Cc1ccc(-n2c(Cc3cccs3)nnc2SCC(=O)OC(C)C)cc1	13	·	·	·	·	0	7	-8
COC(=O)c1sccc1NC(=O)CSc1ccccc1N	·	-7	0	·	1	·	·	-5
CCOC(=O)N1CCC2(CC1)C(C#N)=C(N)OC1=C2C(=O)CC(C)C1 (centres undefined)	3	·	·	·	·	-4	-7	-5
O=C(Nc1ccc(S(=O)(=O)N2CCc3ccccc3C2)cc1)C1CCCO1 (centres undefined)	0	-15	4	·	2	5	-1	-6
O=C(NCCOc1ccc(Cl)cc1)c1ccco1	2	-2	-3	0.1	0	3	2	-4
COc1ccc2c(c1OC)C(=O)N1C2SC(C)(C)[C@H]1C(=O)NC(C)C (some centres undefined)	20	-8	3	-0.1	-7	8	-6	-2
CCN(CC)CC(O)COc1ccc2c(c1)OCO2 (centres undefined)	-13	·	·	·	·	-11	0	0
CCC(C)N1CC(=O)N2C(c3ccc(OC)cc3OC)c3[nH]c4ccccc4c3C[C@H]2C1=O (some centres undefined)	-13	-16	6	·	-5	1	8	11
CCSc1cnnc2ccccc12	1	-30	1	-1.5	2	-6	-4	3
Cc1cc(/C=C(/C#N)c2nc3ccccc3[nH]2)c(C)n1-c1cc(C(=O)O)cc(C(=O)O)c1	·	-386	·	-0.5	6	·	·	33
CCCCC(=O)NC1(C(F)(F)F)C(=O)Nc2c1c(=O)[nH]c(=O)n2Cc1ccco1 (centres undefined)	-6	·	·	·	·	9	-16	-1
COCCN(C(=O)c1ccc(C)c(S(=O)(=O)N2CCOCC2)c1)c1c(N)n(CC(C)C)c(=O)[nH]c1=O	10	-14	4	-0.2	-1	-3	-7	0
CCC(CC)c1nnc(NC(=O)C2CCN(C(=O)c3ccco3)CC2)s1	-2	-49	1	·	-1	6	4	1
CCC(C(=O)Nc1cc(OC)c(NC(=O)c2ccccc2)cc1OC)c1ccccc1 (centres undefined)	-4	5	-1	·	1	3	-3	-2
CC(C)NC(=O)N(C)C[C@H]1Oc2c(NC(=O)Nc3cccc4ccccc34)cccc2C(=O)N([C@H](C)CO)C[C@H]1C	1	0	-1	0.1	-3	0	7	9
O=C(C1CCC(C(=O)N2CCc3ccccc32)CC1)N1CCc2ccccc21 (centres undefined)	-1	·	·	·	·	3	6	-6
COC(=O)c1ccc(NC(=O)[C@H](C)NC(N)=O)cc1	-1	-16	0	1.6	-6	0	·	-3
CN(CC(N)=O)S(=O)(=O)c1ccc(F)cc1	6	·	·	·	·	-13	0	-7

Other entries.
SMILES	RAD54 branch	RAD52 inh	CASP6 VEID inh	E-selectin induc	ERp5 block	PglD DTNB	esBAF inh	ARNT-TACC3 inh
COc1cccc(N=Nc2c(N)[nH]n3c(=O)cc(-c4ccccc4)nc23)c1	1	·	·	·	·	4	-5	2
CCC(C)n1nccc1NC(=O)C(C)OC(=O)c1cc2ccccc2[nH]1 (centres undefined)	-9	·	·	·	·	1	-7	-5
C[C@@H]1CN([C@@H](C)CO)C(=O)c2cc(NC(=O)CCN3CCOCC3)ccc2O[C@@H]1CN(C)S(=O)(=O)c1cccs1	-6	1	1	-0.2	2	8	-2	·
C=CCn1c(CCNC(=O)c2cccs2)nnc1SCC(=O)c1ccc(Cl)cc1	-2	·	·	·	·	2	11	2
Cc1noc(C)c1C(=O)N(C)C[C@@H]1OCc2ccccc2-c2c(n(C)c3ccccc23)C(=O)N([C@@H](C)CO)C[C@H]1C	-6	16	0	-0.6	10	-1	-1	1
CC1CN(C(=O)CSc2nc(-c3ccccc3)cs2)CC(C)O1 (centres undefined)	-3	·	·	·	·	4	6	-2
C[C@@H]1CN([C@H](C)CO)C(=O)c2cccc(NS(=O)(=O)c3cn(C)cn3)c2O[C@H]1CN(C)C(=O)Nc1ccc(F)cc1	3	0	-1	410*	-9	-2	-3	-15
CC(=O)Nc1ccc(C(=O)NNC(=O)CCCCC(=O)NNC(=O)c2ccc(NC(C)=O)cc2)cc1	·	-6	-2	·	1	·	·	-4
COC(=O)C[C@@H]1C=C[C@@H](NS(=O)(=O)c2ccc(OC)cc2)[C@@H](CO)O1	-1	-9&-14	-1&1	0.2&6.7	5&-2	2	-2	-10
CC(C)CN1C(=O)c2ccc(NC(=O)c3ccco3)cc2C1=O	·	-7	1	-2.2	7	·	·	1
Cc1c([N+](=O)[O-])c(C(=O)Nc2ccc3c(c2)OCCO3)nn1C	3	-1	-2	·	-1	0	·	·
CC(C)NC(=O)N(C)C[C@@H]1OCCCC[C@H](C)Oc2ccc(N(C)C)cc2C(=O)N([C@H](C)CO)C[C@H]1C	-5	-81	0	0.9	-2	2	·	7
O=S(=O)(c1ccccc1)N1C[C@@H]2N[C@H](C1)C2c1ccc(-c2cccnc2)cc1 (some centres undefined)	·	10&3	-13&-10	0.0&0.1	-1&-1	·	·	·
O=C(N/N=C/c1cccc(Oc2ccccc2)c1)c1cccc(O)c1	16	12	5	0.3	1	4	29	5
CCCCn1c(NC(=O)c2ccccc2)c(C#N)c2nc3ccccc3nc21	-16	·	·	·	·	-2	-6	15
C[C@@H]1CN([C@H](C)CO)C(=O)c2cc(/C=C/c3ccccc3)cnc2O[C@H]1CN(C)Cc1ccccc1F	9	0	6	-0.2	5	-2	-7	-3
CC(=O)N1CCN(c2cc3c(cc2F)c(=O)c(C(=O)O)cn3C2CC2)CC1	·	-2	-1	0.0	4	·	·	-4
C=C(C)CNC(=S)N/N=C/c1ccccc1OCC(=O)O	·	5	4	·	5	·	·	-20
OC(COc1ccc2ccccc2c1Cl)CN1CCOCC1 (centres undefined)	-3	·	·	·	·	17	34	-2

2 compounds drawn at random from those above:
SMILES	RAD54 branch	RAD52 inh	CASP6 VEID inh	E-selectin induc	ERp5 block	PglD DTNB	esBAF inh	ARNT-TACC3 inh
CNC(=O)C1(c2ccccc2)CCCCC1	-7	0	0	-0.2	-1	0	-2	·
CC(C)NC(=O)N(C)C[C@@H]1Oc2ccc(NC(=O)Nc3ccc4c(c3)OCO4)cc2C(=O)N([C@H](C)CO)C[C@H]1C	-7	3	0	-0.4	-9	-2	3	-1
